M1 ag parental = counter-screen for M1 agonists: effect in parental CHO-K1 cells; activation, % at 3 µM; 360,000 compounds, 0.48% hits; Fluo-8 calcium fluorescence; scaled to maximal ATP response, vehicle zero; AID 602248; in the data active = activation above about 15%;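 also: untransfected CHO-K1 host cells lacking M1 receptor as counterscreen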
OXTR potentiator = human OXTR potentiation; P30559; CHO-OTR cells, Fluo-8 calcium fluorescence, potentiator mode; 0% = oxytocin EC15, 100% = EC100; activation, % at 3 µM; 320,000 compounds, 0.061% hits;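 active = activation above that plate's cutoff, the mean activation of tested compounds plus 3 SD, cut at about 6.6% in these data, passing the limit was not always enough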;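 also: 100% uses oxytocin at 75 nM as the full agonist control; some results filed as inactive read as strong as hits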
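Assay system: CHO cell line stably expressing human OTR | Also added: Oxytocin at about EC15, sub-maximal agonist stimulus | Times: Compound 6 min at room temperature before oxytocin, 100 s read | Measured by: Fluo-8 intracellular calcium fluorescence, ex 470-495, em 515-575 nm | Controls: EC15 oxytocin alone as 0%, 75 nM oxytocin as 100%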
M1 PAM parental = nonselective activator or artifact in parental CHO-K1 calcium assay. 360,000 compounds, 0.02% hits. activation, % at 3 µM. AID 602247. ATP EC20, Fluo-8 calcium fluorescence; 0% at ATP EC20, 100% at ATP max;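 active = activation above the run cutoff, the mean activation of all test compounds plus 3 SD, cut at about 40% in these data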;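 also: peak over basal fluorescence ratio in a 140 s read after ATP addition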
CHO-K1 Ca antag = counter-screen for M1 antagonists: effect in parental CHO-K1 cells; inhibition, % at 3 µM; ATP-induced calcium, Fluo-8 fluorescence; 360,000 compounds, 0.6% hits;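 active = inhibition above a per-plate cutoff, the plate's mean sample inhibition plus 3 SD, cut at about 24% in these data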;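 also: 0% = DMSO plus EC80 ATP and 100% = DMSO alone without ATP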
TAAR1 antag = human TAAR1 antagonism | Q96RJ0 | CHO RD-HGA16 TAAR1, Fluo-8 calcium fluorescence, antagonist | inhibition, % at 3 µM | 360,000 compounds, 1.5% hits;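 active = inhibition above a per-plate cutoff, the mean inhibition of test compounds on that plate plus 3 SD, cut at about 49% in these data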;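 also: 0% = DMSO plus EC80 beta-PEA response and 100% = DMSO alone without agonist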
Target sequence (Q96RJ0 whole entry, looked up): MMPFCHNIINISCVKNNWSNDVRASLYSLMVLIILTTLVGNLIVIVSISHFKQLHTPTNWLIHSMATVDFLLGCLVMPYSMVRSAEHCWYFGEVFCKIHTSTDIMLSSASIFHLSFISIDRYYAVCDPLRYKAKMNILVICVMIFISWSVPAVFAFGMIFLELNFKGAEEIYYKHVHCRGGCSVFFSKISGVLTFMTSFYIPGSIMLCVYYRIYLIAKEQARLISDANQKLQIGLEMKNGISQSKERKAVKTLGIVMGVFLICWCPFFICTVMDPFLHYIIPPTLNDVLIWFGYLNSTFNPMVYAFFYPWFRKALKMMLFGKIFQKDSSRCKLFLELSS
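Test system – hTAAR1-expressing CHO RD-HGA16 cells, Gα16-coupled · Reagent – β-PEA at EC80 concentration, post-compound challenge · Compound dosing – 3 µM, single point · Timing – 140 s kinetic read after compound, 140 s after agonist · Detection – Fluo-8 intracellular calcium dye fluorescence, real-time kinetic reads · Control set – DMSO and EC80 PEA controls · Repeats – n of 1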
V1R ag counter = counter-screen for oxytocin receptor agonists: human V1a receptor agonists; activation, % at 3 µM; AID 2797; P37288; CHO-V1R cells, Fluo-8 calcium fluorescence, agonist mode; 0% DMSO, 100% 3 nM vasopressin; 320,000 compounds, 0.25% hits;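 active = activation above the mean activation of all tested compounds plus 3 SD, per screening run, cut at about 20% in these data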;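 also: signal is peak over basal fluorescence ratio across a 100 second FLIPR read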
Target sequence (P37288 whole entry, looked up): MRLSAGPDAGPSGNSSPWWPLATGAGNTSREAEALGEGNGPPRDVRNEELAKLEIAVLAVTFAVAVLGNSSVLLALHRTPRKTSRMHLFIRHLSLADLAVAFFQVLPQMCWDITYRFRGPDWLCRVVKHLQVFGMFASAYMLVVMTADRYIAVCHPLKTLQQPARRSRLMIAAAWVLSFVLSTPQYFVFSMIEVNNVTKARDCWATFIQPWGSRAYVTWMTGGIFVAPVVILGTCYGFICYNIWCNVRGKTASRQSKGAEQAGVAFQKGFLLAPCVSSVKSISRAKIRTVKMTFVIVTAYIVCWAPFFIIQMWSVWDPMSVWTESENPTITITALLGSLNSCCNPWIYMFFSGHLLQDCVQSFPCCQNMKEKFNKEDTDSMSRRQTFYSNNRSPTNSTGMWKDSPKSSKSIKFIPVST
OXTR agonist = agonists of human oxytocin receptor | P30559 | CHO-OTR cells, Fluo-8 calcium fluorescence; normalized: DMSO 0%, oxytocin 100% | activation, % at 3 µM | 320,000 compounds, 0.32% hits | AID 2435;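 active = activation above the mean of all tested compounds plus 3 SD, cutoff set per screening run, cut at about 20% in these data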;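 also: peak over basal fluorescence ratio from a 100 s FLIPR kinetic read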
GPR7 antagonist = blocks human GPR7 receptor signaling; P48145; GPR7-expressing cells, fluorescence antagonist assay; inhibition, % at 4.4 µM; 290,000 compounds, 1.1% hits; AID 1861; in the data active = inhibition above about 16%, passing the limit was not always enough;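 also: cells stimulated with the agonist NPW; 0% = agonist with vehicle and 100% = vehicle without agonist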
Target sequence (P48145 whole entry, looked up): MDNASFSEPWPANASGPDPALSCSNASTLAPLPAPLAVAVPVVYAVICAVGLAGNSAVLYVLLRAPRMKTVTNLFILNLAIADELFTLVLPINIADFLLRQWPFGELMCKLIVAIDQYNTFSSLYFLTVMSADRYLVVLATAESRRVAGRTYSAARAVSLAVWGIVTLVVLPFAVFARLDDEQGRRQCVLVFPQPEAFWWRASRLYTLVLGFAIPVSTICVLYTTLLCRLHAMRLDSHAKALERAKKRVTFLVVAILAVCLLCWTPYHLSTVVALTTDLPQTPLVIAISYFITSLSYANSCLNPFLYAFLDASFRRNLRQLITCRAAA
CHO parental Ca = signal in parental CHO cells, OX1R antagonist counter-screen; 330,000 compounds, 0.63% hits; parental CHO-K1, ATP-induced calcium, Fluo-8 fluorescence; inhibition, % at 5.6 µM;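 active = inhibition above that plate's mean sample inhibition plus 3 SD, cut at about 26% in these data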;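 also: 0% = ATP-challenged DMSO wells and 100% = DMSO wells without ATP; some compounds past the cut are filed as inactive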
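Test system: untransfected parental CHO cell line. Compound: one dose, 5.6 µM nominal. Detection: intracellular calcium via Fluo-8 no-wash fluorescent dye. Measure: % inhibition. Benchmarks: ATP-challenged DMSO wells low, unchallenged DMSO wells high.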
Numbers without * were called inactive; . = no result given.

The first 8 entries (preview)
SMILES | M1 ag parental | OXTR potentiator | M1 PAM parental | CHO-K1 Ca antag | TAAR1 antag | V1R ag counter | OXTR agonist | GPR7 antagonist | CHO parental Ca
COc1cccc(N(C(=O)CNC(=O)c2ccco2)C(C(=O)NC2CCCC2)c2ccncc2)c1 (stereo unspecified) | -0.2 | -6 | 7 | -1 | 2 | 0.0 | -0.2 | -16 | -22
O=C(COc1ccccc1)Nc1nc2ccccc2[nH]1 | 0.7 | -15 | 3 | 11 | 18 | 0.3 | 0.8 | -5 | -16
C=CCn1c(CNC(=O)c2ccco2)nnc1SCC(=O)Nc1cccc(F)c1 | 1.4 | 1 | -13 | -11 | -32 | -0.8 | -0.5 | -2 | -16
CN1CCC(N(C)C(=O)CCc2nc3ccccc3n2-c2ccccc2)CC1 | 1.1 | -15 | 11 | -24 | -8 | 0.2 | -0.3 | -5 | -9
CCCN1CCC(NC(=O)Nc2cc(Cl)ccc2OC)CC1 | 0.0 | -1 | -3 | 6 | 9 | 0.1 | 1.4 | 4 | -7
Cc1cccc2sc(NC(=O)[C@H](C)N3C(=O)C4CC=CCC4C3=O)nc12 (stereo partly specified) | 3.4 | -7 | -9 | -7 | -23 | 0.4 | -1.9 | 1 | -10
C/C(CC(=O)NC1CCCCC1)=N\NC(=O)COc1ccc(C)cc1Br | -0.2 | -19 | -14 | 13 | -10 | -0.8 | 0.0 | -16 | -14
C/C(=N/OC(=O)c1ccc(Cl)cc1Cl)c1oc(C)nc1C | 3.4 | -3 | -1 | -4 | 9 | -0.2 | -0.7 | -1 | -5

All compounds of this part, repeating the preview:
SMILES | M1 ag parental | OXTR potentiator | M1 PAM parental | CHO-K1 Ca antag | TAAR1 antag | V1R ag counter | OXTR agonist | GPR7 antagonist | CHO parental Ca
COc1cccc(N(C(=O)CNC(=O)c2ccco2)C(C(=O)NC2CCCC2)c2ccncc2)c1 (stereo unspecified) | -0.2 | -6 | 7 | -1 | 2 | 0.0 | -0.2 | -16 | -22
O=C(COc1ccccc1)Nc1nc2ccccc2[nH]1 | 0.7 | -15 | 3 | 11 | 18 | 0.3 | 0.8 | -5 | -16
C=CCn1c(CNC(=O)c2ccco2)nnc1SCC(=O)Nc1cccc(F)c1 | 1.4 | 1 | -13 | -11 | -32 | -0.8 | -0.5 | -2 | -16
CN1CCC(N(C)C(=O)CCc2nc3ccccc3n2-c2ccccc2)CC1 | 1.1 | -15 | 11 | -24 | -8 | 0.2 | -0.3 | -5 | -9
CCCN1CCC(NC(=O)Nc2cc(Cl)ccc2OC)CC1 | 0.0 | -1 | -3 | 6 | 9 | 0.1 | 1.4 | 4 | -7
Cc1cccc2sc(NC(=O)[C@H](C)N3C(=O)C4CC=CCC4C3=O)nc12 (stereo partly specified) | 3.4 | -7 | -9 | -7 | -23 | 0.4 | -1.9 | 1 | -10
C/C(CC(=O)NC1CCCCC1)=N\NC(=O)COc1ccc(C)cc1Br | -0.2 | -19 | -14 | 13 | -10 | -0.8 | 0.0 | -16 | -14
C/C(=N/OC(=O)c1ccc(Cl)cc1Cl)c1oc(C)nc1C | 3.4 | -3 | -1 | -4 | 9 | -0.2 | -0.7 | -1 | -5
COc1ccc(Cc2nnc(NS(C)(=O)=O)s2)cc1 | 0.4 | -4 | 22 | -22 | . | 1.0 | -1.0 | 9 | 7
O=C(Nc1ccccc1)N(O)c1ccc(Cl)cc1 | -0.3 | -21 | 11 | -5 | 4 | -0.2 | 0.6 | -7 | 2
Cc1cc(C)c(C#N)c(SCC(=O)OC2CCCCC2)n1 | 0.1 | -11 | 13 | -11 | -9 | -0.9 | -2.0 | -13 | -18
CN(C(=O)COC(=O)c1cc(Br)c(Br)s1)C1CCS(=O)(=O)C1 (stereo unspecified) | 0.8 | 4 | 8 | -1 | -9 | 1.3 | 1.1 | -8 | -11
Cc1cc(=O)oc2c3c(cc(OCC(=O)N4CCC[C@H]4C(=O)O)c12)OC(C)(C)CC3 | 0.4 | -4 | 8 | 2 | -13 | 0.8 | 0.3 | -11 | -9
O=C(Cc1coc2ccc3ccccc3c12)NCc1cccs1 | -0.6 | -2 | 15 | -4 | 5 | -1.0 | -1.9 | 6 | -4
COc1cc(CNCc2ccccc2)cc(Cl)c1OC | 2.7 | -14 | 13 | -15 | -5 | 0.1 | 1.4 | -6 | -13
COC(=O)c1ccc(N2CCOCC2)c(NC(=O)c2cccnc2)c1 | 2.5 | -8 | 10 | 3 | -12 | 0.7 | -0.6 | -5 | 9
Cc1sc2nc(C)n(/N=C/c3ccccc3)c(=O)c2c1C | 1.5 | -4 | 19 | 1 | -3 | -1.2 | -1.9 | 4 | -9
CC1(C)OC(=O)C(=NNc2ccc(Cl)cc2)C(=O)O1 | 3.6 | -6 | 14 | 0 | 7 | 4.4 | 4.8 | -3 | -11
COc1ccccc1NC(=O)Nc1nn(C)c2cccc(OC)c12 | 0.8 | -1 | 12 | -3 | -35 | -1.4 | -3.0 | -14 | -42
COCCn1c(N)c(C(=O)OCc2ccccc2)c2nc3ccccc3nc21 | 1.5 | -5 | 12 | -5 | -5 | -0.6 | -0.8 | 2 | -3
CCOC(=O)C1CCN(C(c2cccnc2)c2c(NC(=O)c3ccco3)sc(C)c2C)CC1 (stereo unspecified) | 0.4 | 12* | 11 | -7 | 26 | -0.7 | -1.9 | 27* | -8
CCOc1ccccc1NC(=O)CSc1nc(=O)n(Cc2ccncc2)c2c1CCC2 | -0.5 | 0 | -20 | 4 | -8 | -1.1 | -2.0 | . | -15
O=C(COC(=O)c1ccc(F)cc1)Nc1cc(S(=O)(=O)N2CCOCC2)ccc1N1CCCC1 | 3.1 | -8 | 12 | -13 | 17 | -0.5 | -2.2 | -11 | -12
O=C(CC(O)(c1ccccc1)C(F)(F)C(F)F)c1cccs1 (stereo unspecified) | 0.6 | 4 | 15 | -9 | 13 | -1.2 | -2.0 | -8 | -11
c1ccc(-c2ncc3ccccn23)cc1 | 0.5 | 1 | 20 | -9 | -36 | 0.4 | -1.3 | -6 | 3

New compounds follow.
SMILES | M1 ag parental | OXTR potentiator | M1 PAM parental | CHO-K1 Ca antag | TAAR1 antag | V1R ag counter | OXTR agonist | GPR7 antagonist | CHO parental Ca
CC(C)COC(=O)C(C#N)c1nc2ccccc2nc1N1CCN(Cc2ccccc2)CC1 (stereo unspecified) | 0.3 | -6 | 14 | -10 | 8 | 1.0 | -0.4 | 7 | -16
Cc1ccc(C(=O)N2CCCC(CCC(=O)NCc3ccc(F)c(F)c3)C2)cn1 (stereo unspecified) | 0.1 | . | -1 | -7 | -32 | . | . | 10 | .
COc1ccc(-c2cccc(NC(=O)COc3ccc(Cl)cc3)c2)nn1 | 9.9 | -12 | -2 | -3 | . | 2.7 | 0.5 | -1 | -23
COc1ccc(CNC(=O)CN2C(=O)NC3(CCCCCCC3)C2=O)cc1 | 0.2 | -3 | 19 | -15 | -2 | 0.8 | -0.2 | . | -27
COc1c(OC(C)=O)ccc(/C=C/c2ccc3cccc(OCc4ccccc4)c3n2)c1[N+](=O)[O-] | 2.6 | -7 | 9 | 0 | 25 | -0.6 | 0.4 | 11 | 10
Cc1cccc(N(CC(=O)NCc2ccccc2)C(=O)Cn2nnc(-c3ccc(C)o3)n2)c1 | 4.2 | -10 | 11 | -13 | 16 | 1.7 | 2.8 | 4 | 9
Cc1c(NC(=O)c2cc(-c3ccc(Br)cc3)on2)c(=O)n(-c2ccccc2)n1C | 2.1 | -1 | 3 | -13 | -6 | 1.5 | -0.5 | -11 | -11
CCOc1ccc(C(=O)N(CC)CC(=O)Nc2ccc3c(c2)OCCO3)cc1 | 0.0 | -2 | 0 | -19 | 4 | 0.6 | -0.1 | . | -16
O=C1C2CCCN2C(=O)N1CCCCN1CCN(CCO)CC1 (stereo unspecified) | 0.1 | -5 | 22 | -4 | 0 | 0.5 | 0.6 | -11 | 0
CCN(C(=O)COC(=O)c1cc(=O)[nH]c2ccccc12)c1c(N)n(Cc2ccccc2)c(=O)[nH]c1=O | -0.8 | . | 5 | -8 | 4 | . | . | . | .
Cc1cc(S(=O)(=O)N2CCOCC2)ccc1OCC(=O)N1CCCC1 | 9.3 | -6 | 7 | 6 | -7 | 1.1 | -0.5 | 0 | -6
CN1C(=O)NC(c2ccccc2)C2=C1CN(CCc1ccccc1)C2=O (stereo unspecified) | -0.2 | 6 | 4 | -2 | 19 | -0.1 | 0.2 | 3 | -11
CCCNC(=O)NC(=O)COC(=O)c1ccc(S(=O)(=O)N(C)c2ccccc2OC)cc1 | 1.5 | -6 | -5 | -18 | -5 | 1.4 | -0.7 | 8 | -20
CCN(c1ccccc1)S(=O)(=O)c1ccc(Cl)c(NC(=O)CNCc2ccccc2OC)c1 | -0.3 | -8 | -19 | 4 | 55* | 1.2 | 4.0 | . | -21
O=S(=O)(c1ccccc1)c1ncc(C(F)(F)F)cc1O | 1.7 | -11 | 32 | -15 | 4 | 0.0 | 0.3 | 4 | 2
CC1CCCC(NC(=O)c2cc(S(=O)(=O)N3CCOCC3)ccc2F)C1C (stereo unspecified) | -0.1 | -8 | 9 | 10 | -4 | 3.5 | 1.2 | 19 | -29
O=C(CCN1C(=O)/C(=C\c2ccccc2F)SC1=S)N1CCOCC1 | -0.1 | . | 17 | -7 | 0 | . | . | . | .
O=C(Cc1ccc(Br)cc1)NC1CCN(Cc2ccccc2)CC1 | 3.2 | -9 | 4 | -3 | -27 | 1.8 | 3.9 | -9 | -5
COc1sc(SC)cc1/C=N/NC(=O)c1ccncc1 | 0.6 | -3 | 21 | -21 | -12 | 0.8 | 0.4 | -10 | 17
CN(C)CCCNC(=O)c1cc(C(=O)Cc2ccccc2)c[nH]1 | 0.5 | 0 | 24 | -14 | 1 | 0.0 | 0.2 | 2 | 4
CN(C)C(=O)c1cc(C(=O)c2ccccc2Cl)c[nH]1 | 1.0 | 1 | 23 | -11 | -1 | 1.5 | 0.6 | -7 | -8
CCn1c(=O)c(C(=O)NNC(=O)c2ccccc2Br)c(O)c2ccccc21 | 17* | -12 | 3 | -9 | 8 | 47* | 11 | -3 | -14
CCN1C[C@@H]2[C@@H]3C(=O)N(Cc4ccccc4)C(=O)[C@@H]3[C@](C)(C(=O)OC)N2C1=NC1CCCCC1 | 0.3 | . | -2 | -1 | -4 | . | . | . | -13
Cc1cc(=O)[nH]c2ccc(S(=O)(=O)Nc3ccccc3)cc12 | -0.1 | -11 | -5 | 10 | -9 | -0.2 | 0.3 | 1 | -6
COc1ccc(/C=N/NC(=O)C2c3ccccc3-c3ccccc32)cc1 | 0.3 | -2 | 28 | -8 | -1 | 1.6 | 0.4 | -10 | -24

High-throughput results deposited in PubChem by The Scripps Research Institute Molecular Screening Center.
